# Bioassay records as filed in PubChem BioAssay.
# Ecoli tolC: blocks growth of E. coli BW25113 tolC mutant. OD615. growth inhibition, % at 10 µM (by protocol). actives 2.2% (n = 65,000). AID 573;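 active means growth inhibition at or above a cutoff equal to the mean over every tested compound plus 3 SD, cut at about 60% in these data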;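 further: growth measured after 20 h incubation at 37 °C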
#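 Test system: tolC-deleted E. coli BW25113; medium: LB with kanamycin 50 µg/mL; compound: single-point testing at 10 µM; incubation: 20 h compound exposure of bacteria at 37 °C; signal: OD at 615 nm; evaluation: growth inhibition in percent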
# D1 allo mod: allosterically modulates the human D1 dopamine receptor; P21728; HEK293 D1, CRE-luciferase, dopamine EC30 potentiation; actives deviate in either direction; B-score at 10 µM; actives 5.9% (n = 58,000); AID 641;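 active means luminescence count or its row- and column-corrected plate score outside the 99.7% band of the plate's sample wells, on either side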
# M1 ag: activates the M1 muscarinic receptor. CHO-M1 cells, Fluo-4 calcium fluorescence, agonist mode; hits give high values. B-score at 10 µM. actives 3% (n = 64,000);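 active means fluorescence rise, raw or as B-score row- and column-corrected plate score, outside the 99.7% band of its plate's samples, either direction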
# HEK293 NFkB inh: inhibitors of the PMA/ionomycin-induced NF-kB reporter in HEK293 cells; HEK-293 NF-kB luciferase reporter, luminescence; inhibition, % at 3 µM; actives 0.21% (n = 62,000); AID 465;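 active means inhibition above the mean of all tested compounds plus 3 SD, cut at about 40% in these data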;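 further: 0% = stimulated DMSO wells and 100% = 10 µM reference inhibitor 5653914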
#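 System – HEK-293 cells with stable firefly luciferase reporter driven by four HIV NF-kB elements · Doses – one dose, 3 µM · Schedule – 1 h compound pre-incubation, 16 h PMA/ionomycin at 37 °C · Technique – luminescence from luciferase substrate reagent · Measure – percent inhibition normalized per plate to DMSO and reference-inhibitor controls · Replicates – tested once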
# NADH coupling: blocks coupling enzymes of NAD/NADH assays; AID 774; coupled PK/LDH NADH assays, four targets; IC50, µM (titrated, usually from 10 µM), for inactives: at the highest dose inhibition; actives 0.02% (n = 65,000);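 active means single-dose screening hits from any of four coupled enzyme assays that gave an IC50 when retested across doses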;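 further: the DPM-DC format reads NADH fluorescence rather than 340 nm absorbance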
# SF1 activator: activates the human nuclear receptor SF-1 | actives 1.9% (n = 65,000) | activation, % at 10 µM | Q13285 | CHO-K1 Gal4-SF-1 LBD luciferase reporter; % increase over DMSO SF-1-specific signal | AID 522;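 active means activation above the mean activation of all tested compounds plus 3 SD, cut at about 50% in these data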
# Target sequence (Q13285 whole entry, looked up, the tested form may be a part): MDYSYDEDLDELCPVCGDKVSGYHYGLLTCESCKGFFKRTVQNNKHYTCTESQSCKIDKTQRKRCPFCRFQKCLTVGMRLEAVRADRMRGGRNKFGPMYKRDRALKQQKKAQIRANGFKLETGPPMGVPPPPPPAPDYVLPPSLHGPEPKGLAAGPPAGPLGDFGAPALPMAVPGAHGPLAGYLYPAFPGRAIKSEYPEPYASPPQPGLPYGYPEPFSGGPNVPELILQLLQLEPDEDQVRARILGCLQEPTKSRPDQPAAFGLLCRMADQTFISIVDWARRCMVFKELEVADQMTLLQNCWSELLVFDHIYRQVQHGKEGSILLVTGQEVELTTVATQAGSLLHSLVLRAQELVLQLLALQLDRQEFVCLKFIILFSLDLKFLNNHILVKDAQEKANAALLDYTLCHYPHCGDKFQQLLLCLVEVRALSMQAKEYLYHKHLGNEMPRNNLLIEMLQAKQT
#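 Material: CHO-K1 cells with Gal4–hSF-1 LBD chimera plus Gal4-driven luciferase / Input: 4,000 CHO-K1 cells per well / Incubation: compound exposure 20 h at 37 °C / Signal: luminescence read 15 min after SteadyLite luciferase reagent, after room-temperature equilibration / Read-out: percent activation versus DMSO / Benchmarks: DMSO negative control and −SF1 background wells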
# M1 antag: antagonists of rat M1 muscarinic receptor; P08482; CHO-M1 cells, Fluo-4 calcium, ACh EC80 antagonist mode; hits give low values; B-score at 10 µM; actives 3.4% (n = 64,000);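 active means calcium fluorescence response, raw or row-and-column corrected B-score, differing from the plate sample mean either way at a set confidence level, mostly lower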
# Target sequence (P08482 whole entry, looked up): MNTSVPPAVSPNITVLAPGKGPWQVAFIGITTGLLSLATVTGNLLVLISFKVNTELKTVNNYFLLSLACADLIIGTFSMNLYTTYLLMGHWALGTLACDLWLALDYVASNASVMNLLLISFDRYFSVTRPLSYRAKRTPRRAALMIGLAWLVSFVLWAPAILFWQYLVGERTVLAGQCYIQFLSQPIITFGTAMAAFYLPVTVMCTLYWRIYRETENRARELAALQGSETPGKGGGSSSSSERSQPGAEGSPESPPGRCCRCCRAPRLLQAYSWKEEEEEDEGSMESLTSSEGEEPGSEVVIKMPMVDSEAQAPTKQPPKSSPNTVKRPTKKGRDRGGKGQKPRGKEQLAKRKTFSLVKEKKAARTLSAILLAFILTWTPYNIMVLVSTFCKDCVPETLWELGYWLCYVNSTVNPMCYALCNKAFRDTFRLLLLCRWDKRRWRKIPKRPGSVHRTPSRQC
# TNAP act DEA: human TNAP activation, intermediate phosphate acceptor; P05186; purified TNAP, CDP-star luminescence, 100 mM DEA, 30 min; hits give high values; scale: 0 levamisole-inhibited, 1 vehicle-only enzyme; activation factor at 20 µM; 64,000 tested, under 10 active;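 active means activation factor of at least 2 at 20 µM, relative to controls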
# Jurkat viability: reduces viability or proliferation of Jurkat cells. Jurkat E6.1 viability, ATP luminescence, 48 h. actives 1.2% (n = 56,000). inhibition, % at 4 µM. AID 463;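 active means inhibition above the mean inhibition of all tested compounds plus 3 SD, cut at about 28% in these data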
# An asterisk follows results filed as active; / = not tested or not shown. Rows are unselected; about 15% have a hit in one of these screens.
smiles	Ecoli tolC	D1 allo mod	M1 ag	HEK293 NFkB inh	NADH coupling	SF1 activator	M1 antag	TNAP act DEA	Jurkat viability
O=C(CSc1nnc(CN2CCCCCC2=O)n1-c1ccccn1)NCC(F)(F)F	-6	-3.3*	-0.2	19	6%	4	0.024	1	-3
CCOc1ccc(N(CC(=O)NCc2ccco2)S(=O)(=O)c2ccc(OC)c(OC)c2)cc1	-2	0.067	0.38	3	0%	-6	-2.2	0.9	6
O=C(c1ccc(Br)o1)N1CCN=C1SCc1cccc(F)c1	-1	-0.022	0.55	15	3%	4	0.54	1.2	0
CC(=O)Nc1ccc(S(=O)(=O)N(Cc2ccco2)CC2CCCO2)cc1 (configuration not stated)	-6	0.16	-0.1	7	4%	-5	-0.014	0.9	-5
O=C(NCCN1CCOCC1)c1cc2ccccc2o1	-17	/	-1.4	18	0%	-5	-0.14	0.9	/
CCc1ccccc1NC(=O)Cn1nnc(-c2cccnc2)n1	-1	0.63	-0.63	1	8%	12	0.21	0.9	-10
COc1ccc(C(=O)Nc2cc(=O)n(C)c(=O)n2C)cc1OC	-14	0.25	-1	8	7%	-2	0.22	0.7	1
CC(=O)c1cc2c(=O)c3cc(C)ccc3oc2nc1C	-23	-0.41	0.11	-16	5%	38	-0.13	0.9	-1
CCC(c1nnnn1C1CCCC1)N1CCN(c2ccccc2)CC1 (configuration not stated)	10	/	/	8	5%	-10	/	1	1
CCn1c(SCC(=O)C(C)(C)C)nnc1-c1ccccn1	2	0.013	/	0	0%	-4	/	0.9	-2
Cc1c(C(=O)O)oc2c1C(O)CC(C)(C)C2 (configuration not stated)	-13	0.12	-0.4	20	7%	-7	0.12	1	-3
CCOC(=O)c1cnc(SCC(=O)NCc2cccs2)nc1N	-22	-1.4	-0.57	14	5%	-8	-0.75	0.9	-4
CCN(CC)S(=O)(=O)c1ccc(-c2nnco2)cc1	-7	0.2	0.15	12	6%	-1	-0.0079	0.9	/
C=CCN1C(c2ccc(OCC)cc2)=CS/C1=C(\C#N)c1nnc2n1CCCCC2	34	-0.49	6.6*	22	8%	-9	-0.61	0.9	9
CCOC(=O)c1ccc(OCc2nc(-c3cccs3)no2)cc1	23	0.036	-0.47	13	4%	12	0.85	1	6
O=C(O)CC(NS(=O)(=O)c1cccc2nsnc12)c1ccc(F)cc1 (configuration not stated)	-12	-1.2	0.11	22	3%	-1	0.42	0.9	-4
CC1(c2cnc(Nc3ccccc3)s2)CCC(=O)O1 (configuration not stated)	3	/	-0.035	/	3%	26	1.1	0.9	/
COc1ccccc1N(CCC#N)C(=O)CSc1ccc2c(c1)OCCO2	-3	-0.35	0.95	9	9%	-6	0.44	0.9	-2
O=C(CSc1nc(-c2ccccc2)cs1)Nc1nccs1	-5	0.009	0.72	14	11%	-7	-0.031	1	-5
COCCOC(=O)/C=C1/NC(=O)CS1	-24	0.67	0.5	-3	2%	10	0.036	0.8	-7
Cc1cc(N2CCN(S(=O)(=O)c3ccccc3)CC2)c2ccccc2n1	-2	-0.75	-1	20	2%	-4	-1.5	0.9	1
CC(C)CN(C(=O)CSc1nnc2c(Cl)cc(C(F)(F)F)cn12)C1CCS(=O)(=O)C1 (configuration not stated)	-5	/	-0.42	14	10%	-15	0.028	0.8	-2
O=P(c1ccccc1)(c1ccccc1)C1CCCO1 (configuration not stated)	-6	/	-0.28	14	5%	11	0.29	0.9	-3
CCC(OC(=O)c1cccs1)C(=O)NCc1ccco1 (configuration not stated)	-12	0.45	0.098	10	4%	-2	0.36	0.9	14
CCOc1ccc(CCNC(=O)C2CCN(S(=O)(=O)CC)CC2)cc1OCC	-11	1.5	-0.55	9	7%	9	0.012	0.9	-3
O=C(COC(=O)c1ccccc1S(=O)(=O)N1CCCCC1)NCC(F)(F)F	-29	-1.4	0.25	-19	8%	13	-0.85	0.9	12
c1ccc(Nc2ncnc3c2oc2ccccc23)cc1	-32	0.2	0.43	-7	9%	65*	-0.53	0.8	3
CCOC(=O)c1ccc(Nc2ncnc3c2cnn3C)cc1	3	-0.44	-0.74	5	8%	13	0.014	1	-7
C=CCOC(=O)C1=C(C)NC(=O)NC1C1CC=CCC1 (configuration not stated)	1	0.11	0.0048	5	4%	-13	-0.11	0.9	0
O=C(NCc1ccccc1Cl)C1CCN(S(=O)(=O)N2CCCCC2)CC1	4	0.84	0.0044	15	6%	2	0.2	1	4
O=C(Nc1nnc(C2CC2)s1)c1cc(-c2ccccc2)nn1-c1ccccc1	67*	/	0	10	4%	-3	0.019	0.8	/
CC1(C)C2CCC1(C)C(NC1=NCCC1)C2 (configuration not stated)	2	0.077	-0.074	-15	5%	18	-1.3	0.9	-4
CCOc1ccccc1NC(=O)CCn1c(=O)oc2ccccc21	-12	0.73	-0.041	5	7%	-8	0.45	0.8	-1
COc1ccc(OCCCC(=O)Nc2ccc3c(c2)OCCO3)cc1	-7	0.0024	-0.73	10	1%	-13	-0.21	0.8	0
Cc1ccc(NC(=O)CCN2CCc3ccccc3C2)cc1	-12	-0.85	-0.16	8	2%	-6	-1.7	0.9	-13
CCOC(=O)n1ccc(C(=O)Nc2ccccc2F)n1	-8	-1.4	-0.1	-1	3%	24	0.22	0.9	-3
O=C(NCCc1ccc(F)cc1)N1CCOCC1	-10	-0.39	0.49	-1	1%	18	0.48	1.1	-5
Cc1ccc(-c2nn[nH]n2)o1	-19	-0.68	4.3*	12	2%	-4	0.095	0.9	1
Cc1cc(C)c(NC(=O)CSc2nc3c(c(=O)n2C)SC(C)C3)c(C)c1 (configuration not stated)	5	0.062	-0.076	17	1%	-38	0.23	0.8	6
CCS(=O)(=O)n1nc(-c2ccccc2)nc1N	-5	0.25	-0.25	4	2%	-2	0.029	0.9	/
COc1ccc(-c2cc3ccccc3n2CC(O)CNC(CO)(CO)CO)cc1 (configuration not stated)	11	0.49	0.32	21	1%	7	-0.78	0.9	8
CCN1C(=O)NC(c2cccnc2)C(C(=O)OC)=C1C (configuration not stated)	-13	0.52	0.039	13	4%	3	0.83	0.9	-4
CCOC(=O)/C(C#N)=C1/C=CNC(=O)N1	-11	-0.0089	-0.54	12	3%	-12	-0.26	0.9	0
CN(C)CCCNC(=O)c1ccc(CN(c2ccccc2)S(C)(=O)=O)cc1	-13	0.061	1	11	0%	-4	-0.023	0.9	-2
Cc1cc(C(=O)OCC(=O)N(C)C2CCS(=O)(=O)C2)c(C)n1-c1ccccc1 (configuration not stated)	-2	-0.62	0.12	6	3%	-10	-2.7*	1	-5
O=C(OCCCCN1C(=O)c2ccccc2C1=O)c1ccc(Br)o1	4	-0.19	0.54	14	6%	10	-0.16	0.9	-2
Cc1noc(C)c1CSc1ccc2ccccc2n1	47	0.053	-0.39	15	5%	8	1.3	1	3
Cc1ccc(-c2noc(-c3ccccc3C(=O)N3CCCC3)n2)cc1	14	0.43	0.0052	-5	3%	22	-1.3	0.9	-6
O=C(Nc1ccc(OC(=O)c2cccs2)cc1)c1ccco1	-4	-0.72	-0.13	4	2%	3	0.012	1	/
COC(=O)c1[nH]c2ccc(Br)cc2c1NC(=O)C(C)N1CCN(C2CCCCC2)CC1 (configuration not stated)	36	-0.69	0.4	14	5%	3	0.28	0.9	12
Cc1nn(C(=O)N2CCCCC2)c(C)c1CN1C(=O)c2ccccc2C1=O	20	-0.35	-0.12	15	7%	-3	-0.034	0.9	4
C=CCNC(=O)COc1ccc(S(=O)(=O)NC2CCCCC2)cc1	-20	0.85	-0.18	8	2%	-10	-0.21	0.9	7
O=C(NCc1ccc2c(c1)OCO2)C1CCN(c2ncccn2)CC1	-23	0.36	-0.45	3	4%	-1	-0.022	0.9	-5
COc1ccc(-c2nn(-c3ccccc3)cc2C(=O)O)cc1	-18	/	0.25	20	1%	-1	-0.11	1	3
Cc1nc2cc(N3CCOCC3)c(NC(=O)C3CC3)cc2c(=O)n1Cc1ccccc1	-4	1.2	0.063	14	10%	4	0.008	0.8	1
CC1CN(S(=O)(=O)c2cccc(C(=O)OCC(=O)Nc3ccc4c(c3)OCO4)c2)CC(C)O1 (configuration not stated)	-8	/	-0.25	1	7%	-6	-0.099	0.9	-1

# (listing goes on)
smiles	Ecoli tolC	D1 allo mod	M1 ag	HEK293 NFkB inh	NADH coupling	SF1 activator	M1 antag	TNAP act DEA	Jurkat viability
Cc1ccc(S(=O)(=O)CC(=O)N2CCCCCC2)cc1	-7	0.96	-0.14	12	2%	13	0.62	0.8	/
COc1cccc(-c2nc(-c3ccccc3)no2)c1	99*	0.56	-0.2	-38	6%	-9	0.091	0.9	-5
COC(=O)CSc1ncnc2c1sc1nc(-c3ccco3)c3c(c12)CC(C)(C)OC3	5	/	-0.29	/	2%	-4	0.67	0.9	/
CCOc1ccc(CCNC(=O)CCc2nc(-c3ccc(C)cc3)no2)cc1OCC	-14	0.24	-0.48	1	9%	-4	-0.57	0.9	-1
CSc1ccc(NC(=O)CC(C)=O)cc1	-17	0.072	-0.0004	4	4%	-6	1.2	0.9	-9

# Whole records as entered above. Order of screens: Ecoli tolC	D1 allo mod	M1 ag	HEK293 NFkB inh	NADH coupling	SF1 activator	M1 antag	TNAP act DEA	Jurkat viability
# Record of C=CCN1C(c2ccc(OCC)cc2)=CS/C1=C(\C#N)c1nnc2n1CCCCC2 → 34	-0.49	6.6*	22	8%	-9	-0.61	0.9	9
# Record of O=C(CSc1nc(-c2ccccc2)cs1)Nc1nccs1 → -5	0.009	0.72	14	11%	-7	-0.031	1	-5
# Record of O=C(NCCN1CCOCC1)c1cc2ccccc2o1 → -17	/	-1.4	18	0%	-5	-0.14	0.9	/
# Record of c1ccc(Nc2ncnc3c2oc2ccccc23)cc1 → -32	0.2	0.43	-7	9%	65*	-0.53	0.8	3

# Filtered by structure, the entries above containing fluorine
smiles	Ecoli tolC	D1 allo mod	M1 ag	HEK293 NFkB inh	NADH coupling	SF1 activator	M1 antag	TNAP act DEA	Jurkat viability
O=C(CSc1nnc(CN2CCCCCC2=O)n1-c1ccccn1)NCC(F)(F)F	-6	-3.3*	-0.2	19	6%	4	0.024	1	-3
O=C(c1ccc(Br)o1)N1CCN=C1SCc1cccc(F)c1	-1	-0.022	0.55	15	3%	4	0.54	1.2	0
O=C(O)CC(NS(=O)(=O)c1cccc2nsnc12)c1ccc(F)cc1 (configuration not stated)	-12	-1.2	0.11	22	3%	-1	0.42	0.9	-4
CC(C)CN(C(=O)CSc1nnc2c(Cl)cc(C(F)(F)F)cn12)C1CCS(=O)(=O)C1 (configuration not stated)	-5	/	-0.42	14	10%	-15	0.028	0.8	-2
O=C(COC(=O)c1ccccc1S(=O)(=O)N1CCCCC1)NCC(F)(F)F	-29	-1.4	0.25	-19	8%	13	-0.85	0.9	12
CCOC(=O)n1ccc(C(=O)Nc2ccccc2F)n1	-8	-1.4	-0.1	-1	3%	24	0.22	0.9	-3
O=C(NCCc1ccc(F)cc1)N1CCOCC1	-10	-0.39	0.49	-1	1%	18	0.48	1.1	-5
